Screens from PubChem.
PMK inhibit: blocks S. pneumoniae phosphomevalonate kinase; purified PMK, PK/LDH-coupled NADH absorbance 340 nm; inhibition, % at 10 µM; 65,000 compounds, 0.49% hits; AID 539;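 active means top-ranked compounds by inhibition in the single 10 µM screen, taking a fixed number of the strongest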;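 further: 0% = full reaction with DMSO carrier and 100% = background rate without enzyme reaction; no value below 0 was filed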
Spn DPM-DC inh: blocks S. pneumoniae diphosphomevalonate decarboxylase; purified DPM-DC, PK/LDH coupled NADH fluorescence; 65,000 compounds, 0.49% hits; AID 556; calls only at 10 µM;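 active means the 320 compounds with the highest percent inhibition in the single-dose primary screen, excluding strongly autofluorescent ones, cut at about 32% in these data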;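 further: kinetic rate of NADH fluorescence loss reporting ADP formed by the decarboxylase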
HT1080 cytotoxicity: HT1080 cell viability loss – fluorescence readout (AID 620); HT1080 viability, fluorescence; higher % means a stronger effect; one-dose cytotoxicity, % at 10 µM; EC50 in µM for titrated hits; 87,000 compounds, 0.42% hits;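 further: cells exposed to compound overnight then 4 h with Alamar Blue; 0% = vehicle DMSO and 100% = killing control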
Bfl-1 displacement: displacement of Bid BH3 peptide from Bfl-1 – biochemical, fluorescence polarization, FITC-Bid, mouse, primary screen (AID 432) | 64,000 compounds, 0.02% hits | FITC-Bid BH3 peptide fluorescence polarization displacement; higher % means a stronger effect | one-dose displacement, % at 20 µM; IC50 in µM for titrated hits; in the data active means a potency from the dose series; inactive means the rest, 99 in 100 with displacement below about 15%; further: strong numbers were not always called active
KRASV12 cytotoxicity: cytotoxicity in KRAS-transformed pancreatic duct cells, primary screen, cell-based, fluorescence, HTS (AID 431). HPDE-C7K KRASV12 cells, Alamar Blue viability, 48 h; higher % means a stronger effect. cytotoxicity, % at 10 µM; hits with a dose series show EC50 in µM. 63,000 compounds, 1.7% hits;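 active means compounds whose percent cytotoxicity in the single-dose primary screen, scaled between solvent and toxic-drug controls, exceeds 50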;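 further: 0% = DMSO solvent wells and 100% = doxorubicin-treated wells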
TNAP inhibition: human TNAP enzyme inhibitors, biochemical, luminescent (AID 518); purified TNAP enzyme, luminescent substrate readout; higher % means a stronger effect; 64,000 compounds, 0.09% hits; inhibition, % at 20 µM, or IC50 in µM where a hit was titrated; in the data active means a potency from the dose series; inactive means the rest, 99 in 100 with inhibition below about 22%;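 further: plate controls were vehicle for no effect and reference inhibitor for full effect; many of its hits are not listed in these tables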
LYP phosphatase: LYP phosphatase inhibitors, primary screen, biochemical, DiFMUP fluorescence, recombinant catalytic domain, 10 µM (AID 606). recombinant LYP catalytic domain, DiFMUP fluorescence; higher % means a stronger effect. 52,000 tested, under 10 active. inhibition, % at 10 µM; hits with a dose series show IC50 in µM;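 active means IC50 under 40 µM in the dose-response test; inactive means IC50 of 40 µM or more, or never dose-tested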
HPDE-C7 cytotoxicity: HPDE-C7 pancreatic duct cell viability loss – fluorescence, HTS (AID 430); HPDE-C7 pancreatic duct cells viability, fluorescence; higher % means a stronger effect; 63,000 compounds, 1.8% hits; cytotoxicity, % at 10 µM, or EC50 in µM where a hit was titrated;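 further: cells exposed to compound for 48 hours before viability readout; 0% = vehicle and 100% = reference cytotoxic drug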
MK inhibit: inhibitors of Streptococcus pneumoniae mevalonate kinase | purified MK, PK/LDH-coupled NADH absorbance 340 nm | inhibition, % at 10 µM | 65,000 compounds, 0.48% hits;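 active means ranked among the strongest by inhibition in the single 10 µM screen, a fixed top-ranked set picked for dose follow-up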; further: no value below 0 was filed
PMK inhibit pilot replicates: further read-out of PMK inhibit, marked with its call; inhibition, %; measured here: pilot screen replicates
MK inhibit pilot replicates: recorded beside MK inhibit, whose call it bears; inhibition, %; measured here: pilot screen replicates
Spn DPM-DC inh pilot screen %: also measured in Spn DPM-DC inh; calls as there; inhibition, %; measured here: pilot screen trials
* hit, by the source's call; i = inactive; nt = not tested or not shown; + = active, no number. Unless noted, no stated cut-off is given here; in the data, active means cytotoxicity above about 50%; inactive means the rest.

SMILES	PMK inhibit	Spn DPM-DC inh	HT1080 cytotoxicity	Bfl-1 displacement	KRASV12 cytotoxicity	TNAP inhibition	LYP phosphatase	HPDE-C7 cytotoxicity	MK inhibit	others
COC(=O)c1ccc(C)c(NC(=O)CN(c2cc(OC)ccc2OC)S(C)(=O)=O)c1	16	i	6%	-7%	13%	3%	-4%	11%	9
COc1ccc(C)cc1NC(=O)CSc1nnc(-c2ccc(Br)cc2)o1	0	i	5%	-2%	3%	1%	-1%	-6%	1
Nc1cc(C(=O)O)ccc1Nc1ccccc1	10	+	-1%	3%	-15%	9%	-2%	-28%	5	PMK inhibit pilot replicates=8.0;MK inhibit pilot replicates=5.5;Spn DPM-DC inh pilot screen %=24*
CCOC(=O)c1cc2c(=O)n3ccccc3nc2n(CCOC)c1=NC(=O)C(C)(C)C	12	nt	15%	4%	-8%	2%	nt	-14%	6
CN(c1ccccc1)C(c1ccc(F)cc1)c1nnnn1C1CCCC1 (stereo not drawn)	9	i	-6%	-4%	-9%	15%	nt	7%	5
CN(C)S(=O)(=O)c1ccc(NC(=O)C2COc3ccccc3O2)cc1 (stereo not drawn)	5	i	-5%	-8%	2%	15%	13%	-14%	7
CCOc1cccc(NC(=O)CSc2nncn2N)c1	7	i	-4%	-1%	-3%	5%	nt	-2%	16
COC(=O)CSC1=C(C#N)C(c2ccccc2OC)C(C(=O)OC)C(=O)N1 (stereo not drawn)	0	i	0%	2%	-9%	5%	20%	-9%	0
Cc1c(C(=O)N2CCCCC2)sc(NC(=O)C(C)C)c1C#N	8	i	8%	-10%	4%	13%	nt	-1%	16
CNC(=O)C1C2C=CC3(O2)C1C(=O)N(C1CC1)C3C(=O)NCc1ccc(OC)cc1 (stereo not drawn)	0	i	4%	4%	4%	11%	6%	10%	12	PMK inhibit pilot replicates=2.5;MK inhibit pilot replicates=1.5;Spn DPM-DC inh pilot screen %=3.0
COc1ccc(C(=O)c2ccc(OC)c(OC)c2)cc1OC	16	i	15%	-6%	-8%	7%	3%	-9%	0
CC(=O)N1c2ccc(S(=O)(=O)CCC(=O)O)cc2CC1C (stereo not drawn)	14	i	35%	2%	-10%	4%	7%	-3%	9
COc1ccc(C2c3c(oc4ccc(F)cc4c3=O)C(=O)N2CCN2CCOCC2)cc1OC (stereo not drawn)	2	i	-8%	-7%	-8%	-10%	3%	-2%	4
CCOc1ccc(N2CC(C(=O)Nc3cccc(C)c3C)CC2=O)cc1 (stereo not drawn)	0	i	6%	-7%	16%	12%	nt	4%	5	PMK inhibit pilot replicates=0.5;MK inhibit pilot replicates=2.0;Spn DPM-DC inh pilot screen %=0.0
Cc1ccc(S(=O)(=O)NC2=NCN(C3CCN(Cc4ccccc4)CC3)CN2)cc1	10	i	1%	14%	21%	2%	nt	30%	8
Cc1cccc(C)c1N1C(=O)CC(N(O)c2ccccc2)C1=O (stereo not drawn)	5	i	-7%	-3%	-14%	7%	-8%	6%	10
Cn1cc(SCC(=O)Nc2ccc3c(c2)OCO3)c2ccccc21	12	i	6%	-1%	-11%	4%	4%	-11%	6
C=CCNC(=O)C(C#N)c1nc2ccccc2nc1N1CCCCCC1 (stereo not drawn)	0	nt	-11%	5%	7%	20%	14%	4%	0
O=C1CC(c2c[nH]c3ccccc23)C(=O)N1 (stereo not drawn)	0	i	-1%	-2%	-16%	0%	10%	-12%	4
CC1(C)N=C(/C=N/O)CN1O	11	i	5%	2%	-12%	9%	12%	-12%	11
CCn1cc(C(=O)OCc2ccccc2)c(=O)c2ccc(C)nc21	4	i	5%	-3%	-8%	15%	10%	3%	6
Cn1c(-c2ccccc2)cccc1=O	20	i	4%	-3%	nt	9%	5%	nt	2
CCS(=O)(=O)Nc1c(C(=O)OC)[nH]c2ccccc12	3	i	4%	-3%	-21%	10%	13%	-2%	1
CCOc1ccc(Cn2nnc(C(=O)NCc3ccc(OC)cc3)c2N)cc1	7	i	-4%	-11%	-10%	14%	3%	-14%	2	PMK inhibit pilot replicates=1.5;MK inhibit pilot replicates=0.0;Spn DPM-DC inh pilot screen %=1.5
C/C(Cl)=C/Cn1c(SCCN2CCOCC2)nc2c1c(=O)[nH]c(=O)n2C	8	i	10%	2%	-29%	7%	15%	-22%	1
More entries.
SMILES	PMK inhibit	Spn DPM-DC inh	HT1080 cytotoxicity	Bfl-1 displacement	KRASV12 cytotoxicity	TNAP inhibition	LYP phosphatase	HPDE-C7 cytotoxicity	MK inhibit	others
CCOc1ccccc1N1CCN(C(=O)Nc2ccc(F)c(Cl)c2)CC1	5	i	-2%	-8%	32%	0%	6%	20%	4
Cc1cc2nn(-c3ccccc3)nc2cc1NC(=O)c1cccs1	1	i	-9%	-5%	-12%	11%	-18%	-5%	1
Cc1nc2c(C(=O)N3CCCCC3)cnn2c(C)c1Cc1ccccc1F	3	i	-6%	-6%	2%	6%	2%	-1%	0
CC1CCCCN1C(=O)Cn1nnc(-c2cccnc2)n1 (stereo not drawn)	16	i	20%	18%	-1%	13%	-12%	1%	0	PMK inhibit pilot replicates=1.5;MK inhibit pilot replicates=0.0;Spn DPM-DC inh pilot screen %=0.5
CCOc1ccc(NC(=O)CSc2nnc(C)n2CCCOC)cc1	1	i	-1%	2%	-4%	6%	4%	-3%	4
COc1cc(NC(=O)c2cc3c(=O)n(C)c4ccccc4c3n2C)cc(OC)c1OC	0	nt	3%	-4%	40%	2%	nt	34%	8
CN(CC(=O)N1CC(=O)N(CCc2ccccc2)C(=O)C1)S(=O)(=O)c1cccc2nsnc12	5	i	1%	-1%	-6%	2%	5%	-7%	8
CCC(C)(C(=O)NC1CCCC1)N(C(=O)CNC(C)=O)c1ccc(C)cc1 (stereo not drawn)	0	i	-3%	7%	0%	-6%	-13%	-12%	10
Cc1c(N(C(=O)c2cc(=O)[nH]c3ccccc23)C(C)C)c(=O)n(-c2ccccc2)n1C	0	i	4%	-3%	-19%	-1%	1%	-13%	3
c1ccc(Cn2nnnc2C(c2cccnc2)N2CCN(C3CCCCC3)CC2)cc1 (stereo not drawn)	10	i	-17%	0%	10%	8%	2%	0%	6
CC(=O)N1CCc2cc(S(=O)(=O)CCC(=O)NCc3ccc4c(c3)OCO4)ccc21	8	i	-6%	1%	-16%	3%	20%	-4%	7
CCCc1[nH]nc2c1C(c1cn[nH]c1-c1ccc(F)cc1)C(C#N)=C(N)O2 (stereo not drawn)	17	i	1%	-7%	27%	12%	4%	11%	0	PMK inhibit pilot replicates=1.5;MK inhibit pilot replicates=0.0;Spn DPM-DC inh pilot screen %=0.0
CCOC(=O)c1c(C)n(C)c2c(C)cc(O)c(OC(=O)CC)c12	0	i	8%	3%	33%	10%	11%	23%	6
CCCCN=C(C)c1c(O)c2ccccc2oc1=O	9	i	-13%	-6%	12%	7%	9%	0%	7
CC1Cc2nc(SCC(=O)Nc3ccc4c(c3)OCO4)n(-c3ccc(F)cc3)c(=O)c2S1 (stereo not drawn)	3	i	nt	-3%	5%	12%	nt	15%	4	PMK inhibit pilot replicates=3.5;MK inhibit pilot replicates=0.0;Spn DPM-DC inh pilot screen %=0.0
COc1ccc(CCN2C(=O)CC(Sc3ncccc3C(=O)O)C2=O)cc1OC (stereo not drawn)	4	i	-5%	4%	7%	13%	-4%	4%	11
N#Cc1cccc(C(c2nnnn2Cc2ccccc2)N2CCCC2)c1 (stereo not drawn)	0	i	0%	7%	-6%	6%	-2%	-4%	8
COc1ccc(OC)c(C2NC(=O)c3sc(=S)n(-c4ccccc4)c3N2)c1 (stereo not drawn)	2	i	20%	-7%	-10%	17%	-3%	-14%	22
Cc1ccc(NC(=O)CCC(=O)O)cc1F	10	i	-1%	2%	-1%	17%	11%	-13%	6	PMK inhibit pilot replicates=1.5;MK inhibit pilot replicates=0.0;Spn DPM-DC inh pilot screen %=1.0
CCOC(=O)CN1C(=O)C(O)(c2c(C)[nH]c3ccccc23)c2ccccc21 (stereo not drawn)	0	i	-40%	0%	-24%	5%	0%	-19%	1
COc1ccc(/C(N)=C/C(=O)C(C)(C)C)cc1	0	i	-2%	-8%	3%	16%	5%	5%	5
O=C(CCCC(=O)N(CC(=O)NC1CCCC1)Cc1ccccc1Cl)Nc1ccccn1	13	i	-9%	-5%	4%	4%	8%	-6%	2
O=c1[nH]c2cc3c(cc2cc1CN(CC1CCCO1)S(=O)(=O)c1ccc(Cl)cc1)OCCO3 (stereo not drawn)	8	i	7%	-2%	-5%	16%	nt	5%	9
CCOC(=O)N1CCC(N2CC34C=CC(O3)C(C(=O)O)C4C2=O)CC1 (stereo not drawn)	0	i	1%	2%	2%	11%	0%	-4%	8	PMK inhibit pilot replicates=0.0;MK inhibit pilot replicates=0.5;Spn DPM-DC inh pilot screen %=0.0
CCOC(=O)c1cnn(CCOC(=O)c2cccs2)c1NC(=O)c1cccs1	11	i	-7%	0%	-3%	8%	0%	-10%	5
Additional compounds follow:
SMILES	PMK inhibit	Spn DPM-DC inh	HT1080 cytotoxicity	Bfl-1 displacement	KRASV12 cytotoxicity	TNAP inhibition	LYP phosphatase	HPDE-C7 cytotoxicity	MK inhibit	others
C=CCSc1ncccc1C(=O)O	19	i	25%	-4%	10%	10%	0%	-4%	0	PMK inhibit pilot replicates=0.0;MK inhibit pilot replicates=0.5;Spn DPM-DC inh pilot screen %=0.5
CC(=O)c1cccc(N(CC(=O)Nc2cccnc2)S(C)(=O)=O)c1	6	i	12%	-14%	-6%	8%	12%	-8%	10
Cc1ccc(C(=O)N(CN2CCCC2=O)c2ccccc2)cc1C	14	i	4%	-7%	-3%	7%	8%	-10%	0
CC(C)(CN=C1NS(=O)(=O)c2ccccc21)CNC(=O)CN1C(=O)c2ccccc2C1=O	15	i	-9%	2%	-1%	9%	nt	-10%	14
O=C(CS(=O)(=O)c1cn(Cc2ccccc2Cl)c2ccccc12)N1CCOCC1	11	i	-1%	nt	nt	nt	-1%	nt	0
CCC(=O)Nc1sc(C(=O)OC)c(C)c1C(=O)OC	0	i	0%	0%	nt	5%	5%	nt	8
COc1ccc(-c2nc(C#N)c(N3CCOCC3)o2)cc1OC	9	nt	-6%	-9%	8%	23%	3%	18%	11*	PMK inhibit pilot replicates=2.0;MK inhibit pilot replicates=24*
c1ccc(Cc2nnc(-c3ccccc3)o2)cc1	4	i	12%	0%	-1%	10%	12%	-2%	6
CCn1c(C)c(C(C)=O)c(N2CCCCC2)nc1=S	17	i	-1%	4%	1%	3%	3%	-8%	0
CN(C)C(=O)CN(C)S(=O)(=O)c1ccc(Cl)cc1	7	i	7%	0%	-3%	17%	11%	-13%	16	PMK inhibit pilot replicates=1.5;MK inhibit pilot replicates=10;Spn DPM-DC inh pilot screen %=2.5
CCN(CCO)C(=O)C12CCC(C)(C(=O)C1)C2(C)C (stereo not drawn)	3	i	-5%	2%	4%	1%	3%	5%	6
CN(C)c1ccc(/C(=N\O)C(F)(F)F)cc1	0	i	17%	4%	-14%	-6%	nt	0%	0
